CXCR6 inh = CXCR6 receptor inhibitors, primary screen, cell-based, beta-arrestin, luminescence, CHO-K1 PathHunter, 1536-well; AID 602244, 2012; C-X-C chemokine receptor type 6 (Homo sapiens), O00574; inhibition, % at 20 µM; 360,000 tested, 0.36% active; in the data active = inhibition above about 34%, passing the limit was not always enough;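 also: antagonist mode with CXCL16 agonist at 10 nM final; 0% = 10 nM CXCL16 with DMSO and 100% = unstimulated wells without agonist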
697 NFkB inh = inhibitors of PMA/ionomycin-induced NF-kB reporter, 697 cells, primary screen, B-cell NF-kB inhibitor project, cell-based, luminescence, uHTS; inhibition, % at 4 µM; AID 435022, 2010; 697 B-cell NF-kB luciferase reporter, 16 h; 330,000 tested, 0.33% active; in the data active = inhibition above about 35%
Gli-Sufu antag = Gli-Sufu pathway antagonists, primary screen, luciferase luminescence, Sufu-KO-LIGHT cells, uHTS; Sufu-KO-LIGHT fibroblasts, Gli luciferase reporter luminescence; 340,000 tested, 0.74% active; inhibition, % at 5 µM;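 active = inhibition above about 55%, limit read from the data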;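 also: 0% = DMSO-treated cells and 100% = wells with medium but no cells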
UBC13 inh = UBC13 polyubiquitin chain formation inhibitors, primary screen, biochemical, TR-FRET, uHTS | Ubiquitin-conjugating enzyme E2 N (Homo sapiens), P61088 | inhibition, % at 20 µM | 330,000 tested, 0.47% active | AID 485273, 2010; in the data active = inhibition above about 45%, passing the limit was not always enough
Target sequence (P61088 whole entry, looked up): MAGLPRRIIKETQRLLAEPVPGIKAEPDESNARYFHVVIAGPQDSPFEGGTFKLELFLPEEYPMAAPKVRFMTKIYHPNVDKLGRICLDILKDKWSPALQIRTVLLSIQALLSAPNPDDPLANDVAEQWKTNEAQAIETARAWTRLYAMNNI
Jurkat NFkB inh = inhibitors of induced NF-kB luciferase reporter, primary screen, TCR NF-kB activation inhibitor project, cell-based, luminescence, uHTS; Jurkat, PMA/ionomycin-induced NF-kB luciferase reporter; inhibition, % at 4 µM; 330,000 tested, 0.53% active; AID 435003, 2010; in the data active = inhibition above about 50%
APJ antag = antagonists of human apelin receptor APJ, primary screen, CHO-K1 cells, beta-arrestin complementation, luminescence | inhibition, % at 20 µM | AID 2521, 2010 | 330,000 tested, 0.32% active | P35414;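 active = inhibition above about 40% at 20 µM, limit read from the data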;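 also: cells challenged with 10 nM apelin-13 agonist together with compound; plate controls were apelin-13 plus DMSO wells for no effect and DMSO wells lacking apelin-13 for full effect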
Target sequence (P35414 whole entry, looked up): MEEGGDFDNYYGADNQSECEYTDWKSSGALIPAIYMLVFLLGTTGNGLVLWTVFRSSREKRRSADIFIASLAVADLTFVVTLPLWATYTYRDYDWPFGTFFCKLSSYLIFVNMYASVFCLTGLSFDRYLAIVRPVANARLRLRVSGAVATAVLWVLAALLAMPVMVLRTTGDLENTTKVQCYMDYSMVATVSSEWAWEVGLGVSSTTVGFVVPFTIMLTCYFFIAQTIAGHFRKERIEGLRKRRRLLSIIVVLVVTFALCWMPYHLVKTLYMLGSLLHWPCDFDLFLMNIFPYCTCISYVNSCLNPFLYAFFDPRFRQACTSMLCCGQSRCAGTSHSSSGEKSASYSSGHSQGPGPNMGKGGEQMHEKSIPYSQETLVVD
CCR6 antagonist = CCR6 receptor antagonists, primary screen, cell-based, CHO-K1, luminescence, beta-arrestin, uHTS; 340,000 tested, 0.49% active; C-C chemokine receptor type 6 (Homo sapiens), P51684; AID 493098, 2011; CHO-K1 CCR6 PathHunter beta-arrestin, CCL20-stimulated; inhibition, % at 20 µM;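 active = compounds whose inhibition of the agonist-driven luminescence signal at 20 µM reaches about 50%, limit read from the data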;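 also: cells stimulated with CCL20 at 14 nM final; plate controls were DMSO with CCL20 for no effect and DMSO without agonist for full effect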
EBI2 block = EBI2 receptor antagonists, beta-arrestin recruitment, primary screen, cell-based, luminescence, 7a,25-OHC stimulation, uHTS. G-protein coupled receptor 183 (Homo sapiens), P32249. 360,000 tested, 0.81% active. 7a,25-OHC stimulated. inhibition, % at 5 µM; in the data active = inhibition above about 38%;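 also: enzyme fragment complementation signal reports receptor beta-arrestin coupling in cells; 0% = agonist plus DMSO wells and 100% = wells without agonist; some results beyond the cut were filed as inactive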
Target sequence (P32249 whole entry, looked up, the tested form may be a part): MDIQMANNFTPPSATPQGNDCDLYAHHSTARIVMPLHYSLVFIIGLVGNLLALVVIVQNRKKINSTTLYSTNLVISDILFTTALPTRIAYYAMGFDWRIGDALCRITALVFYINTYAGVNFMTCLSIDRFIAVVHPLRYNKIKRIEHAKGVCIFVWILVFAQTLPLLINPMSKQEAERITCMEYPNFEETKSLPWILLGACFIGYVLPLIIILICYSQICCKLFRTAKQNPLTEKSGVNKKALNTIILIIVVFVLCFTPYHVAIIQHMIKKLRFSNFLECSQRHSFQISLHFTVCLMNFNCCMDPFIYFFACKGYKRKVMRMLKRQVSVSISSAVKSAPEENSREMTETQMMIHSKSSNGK
* = called active by the depositor; x = no result given.

A first look:
SMILES	CXCR6 inh	697 NFkB inh	Gli-Sufu antag	UBC13 inh	Jurkat NFkB inh	APJ antag	CCR6 antagonist	EBI2 block
CCC(O)(CC)C(=O)NN(C(=O)Nc1csc2c1CCCC2)c1ccccc1	4	-33	6	-14	-2	20	5	6
O=C(Cn1cnc2c(nnn2-c2cccc(F)c2)c1=O)Nc1ccc2c(c1)OCCO2	2	-1	-1	0	-11	-11	3	-3

Results (from the top)
SMILES	CXCR6 inh	697 NFkB inh	Gli-Sufu antag	UBC13 inh	Jurkat NFkB inh	APJ antag	CCR6 antagonist	EBI2 block
CCC(O)(CC)C(=O)NN(C(=O)Nc1csc2c1CCCC2)c1ccccc1	4	-33	6	-14	-2	20	5	6
O=C(Cn1cnc2c(nnn2-c2cccc(F)c2)c1=O)Nc1ccc2c(c1)OCCO2	2	-1	-1	0	-11	-11	3	-3
COc1cc(C(=S)N2CCOCC2)cc(OC)c1OC(=O)c1ccc(C)cc1	6	-9	x	-1	-8	-16	9	4
CNCCCOc1ccc(C)cc1OC	-2	15	-5	6	3	-2	-1	2
O=C(NCCc1c[nH]c2ccccc12)C(=O)NCC1OCCCN1S(=O)(=O)c1ccc(F)cc1 (centres undefined)	-10	-31	5	-8	-6	-12	2	-6
COc1cc2c(cc1OC)C1=CC(=O)C(=O)N1C(C)(C)C2	-2	4	9	-11	-8	-9	2	4
COc1ccc(-n2c(SC)nnc2-c2c[nH]c3ccccc23)cc1	4	-17	x	-7	9	3	-15	10
CCOc1ccc(-c2ccc(SCC(=O)Nc3nnc(CC)s3)nn2)cc1	-1	6	-20	-6	-76	-32	4	-7
CCNC(=O)CSc1nc2cc(S(=O)(=O)Nc3ccc(OC)cc3)ccc2o1	2	0	11	-4	0	-10	1	-8
COc1ccc(/C=C/C(=O)Nc2ccc(OC)cc2[N+](=O)[O-])cc1	-7	17	-4	7	-6	-31	-4	24
CN(Cc1ccccc1)C(=O)c1nc[nH]c1C(=O)N1CCN(C(=O)OC(C)(C)C)CC1	6	4	-16	0	-2	-2	9	-14
Fc1cccc(CN2CCCCCCC2)c1	-7	8	-8	5	0	7	-1	-7
Cc1ccc(NC(=S)NCc2ccco2)c(C)c1	-4	-14	-5	-8	-6	-7	6	-5
Nc1c(S(=O)(=O)c2ccccc2)c2nc3ccccc3nc2n1/N=C/c1cccc(O)c1	-7	9	4	3	-14	-4	1	68*
CC(=O)Nc1ccc(NC(=O)C2CCCN2C(=O)Nc2ccc(F)cc2)cc1 (centres undefined)	0	4	-27	-5	6	7	-8	-13
CCS(=O)(=O)N1CCC(NC(=O)C(Cc2cc(OC)ccc2OC)NC(C)=O)CC1 (centres undefined)	-4	-7	3	-7	-4	-12	-4	-3
CCOC(=O)c1cc(CC)sc1N1C(=O)CC(Sc2ncccc2C(=O)O)C1=O (centres undefined)	2	46*	3	-11	-13	12	-15	0
Nc1cc(-c2cccc(F)c2)nn1S(=O)(=O)c1cccc2nsnc12	3	-14	1	4	9	6	12	1
CCCCCSc1nc(C)c(CC(=O)O)c(=O)[nH]1	9	7	-3	6	0	11	-10	-11
COC(=O)c1scc(C)c1N/N=C(\C)c1ccc(F)cc1F	-4	1	-23	-10	-7	13	11	5
O=S(=O)(c1ccc(NC(=S)N2CCN(c3ccc(O)cc3)CC2)cc1)N1CCOCC1	-8	-11	15	-2	0	-33	18	11
Cc1ccc(NC(=S)N(Cc2cccc(Br)c2)CC2CCC(C(=O)O)CC2)cc1 (centres undefined)	-4	19	-1	-7	10	-15	-5	7
CC1(C)Cc2ccccc2C(NNC(=O)c2ccccc2)=N1	12	-6	7	-1	-2	3	8	-1
Cc1ccc(N(CC(=O)NC2CCCC2)C(=O)CCC(=O)Nc2ccccn2)cc1	0	11	13	3	-3	-17	-5	9
CCOCCCNCC(=O)Nc1ccccc1N1CCOCC1	0	2	-6	3	-1	-15	0	0

Other structures follow.
SMILES	CXCR6 inh	697 NFkB inh	Gli-Sufu antag	UBC13 inh	Jurkat NFkB inh	APJ antag	CCR6 antagonist	EBI2 block
Nc1nonc1-c1nc2ccccc2[nH]1	-5	-3	-9	0	-7	-3	-3	-10
COc1ccc(N2CCN(C(=S)Nc3ccccc3OC)CC2)cc1	-6	10	22	7	-4	14	11	-7
CCN(CC)c1ccc([N+](=O)[O-])cc1C(=O)O	6	8	-5	-29	14	14	17	7
Cc1noc(C)c1S(=O)(=O)N1CCN(S(=O)(=O)c2ccccc2C#N)CC1	-9	10	17	-9	5	13	12	1
COCc1ccc(C(=O)N(C)CC2CCCN(CCc3ccc(OC)cc3)C2)o1 (centres undefined)	-2	-65	0	2	-33	18	10	14
O=C(C[C@H]1C[C@H](C(=O)N2CCCCC2)[C@@]2(CCc3ccccc3)c3[nH]c4ccc(Cl)cc4c3CCN2C1=O)NCc1cccc(C(F)(F)F)c1	4	9	-6	x	x	x	27	13
Cc1ccc(CONC(=O)c2ccc(C)cc2)cc1	5	-40	-41	10	-61	3	5	39
COc1ccc(-c2cc(C)no2)cc1S(=O)(=O)N1CCOc2ccccc21	-6	-3	-23	-6	14	-20	23	11
O=c1c2cc(N3CCOCC3)ccc2[nH]c(=S)n1CCc1ccccc1	5	-47	-12	5	-29	15	-3	23
COc1ccc(C(=O)CN2C3=NCCCN3c3ccccc32)cc1OC	-2	24	8	4	-1	-17	7	2
COc1ccc(Cc2nnc(SCC(=O)NCCc3ccccc3)o2)cc1	-6	24	0	4	8	8	-6	-3
Nc1nc(NC(=O)c2cccs2)nn1-c1ccccc1	3	-38	-49	0	-50	8	-21	13
O=C(N/N=C/c1cc(Cl)cc(Cl)c1O)c1ccncc1	3	-65	8	-27	0	-9	-14	68*
COc1cc(C(=O)NNC(=O)c2ccoc2C)cc(OC)c1OC	-1	7	17	-1	2	1	-6	2
CCOC(=O)c1sc(NC(=O)CSc2ncn(-c3ccccc3)n2)nc1C	4	7	-69	0	-11	-4	11	-2
CC1CCCN(Cc2c(O)ccc3c(=O)c(-c4ccc(Cl)cc4)coc23)C1 (centres undefined)	-3	6	5	6	-15	-6	18	6
O=C(COc1ncnc2c(Cl)cc(Cl)cc12)NCCC1=CCCCC1	-6	12	-24	-2	-19	-5	20	-1
CC(=O)NS(=O)(=O)c1ccc(NC(=O)c2cc3c(=O)n4ccccc4nc3s2)cc1	-10	13	23	8	3	5	-4	-22
NC(=O)C1CCN(C(=O)c2ccc3c(c2)S(=O)(=O)c2ccccc2C3=O)CC1	5	11	-19	0	5	12	4	10
CCOC(=O)CC12CN3CN(C1)CC(CC(=O)OCC)(C3)C2=O	1	1	5	1	2	6	5	-6
CCOc1ccc(C(=O)NNC(=O)CCNC(=O)c2ccc(Br)cc2)cc1OC	-4	-3	-6	2	-12	-1	18	10
CCN(CC)c1ccc(/C=N/Nc2nc3ccccc3[nH]2)c(O)c1	8	-41	2	1	25	-44	2	-15
O=C(OCC(=O)N1CCN(c2ccccc2)CC1)c1ccc2ncsc2c1	1	-22	-13	0	2	-3	7	3
COc1ccccc1/C=C/c1onc(C)c1S(=O)(=O)N1CCC(C(=O)NC2CCCCCC2)CC1	10	-16	11	-6	25	16	5	7
Cc1ccc(CC(NC(=O)c2ccccc2)C(=O)NC(C)C(=O)O)cc1 (centres undefined)	1	-5	-1	1	3	21	-8	0

An excerpt from above, limited to 697 NFkB inh:
structure | 697 NFkB inh
O=C(N/N=C/c1cc(Cl)cc(Cl)c1O)c1ccncc1 | -65
COc1cc(C(=O)NNC(=O)c2ccoc2C)cc(OC)c1OC | 7
CCOC(=O)c1sc(NC(=O)CSc2ncn(-c3ccccc3)n2)nc1C | 7

Shown with bars between the fields: part of the list above
canonical_smiles | CXCR6 inh | 697 NFkB inh | Gli-Sufu antag | UBC13 inh | Jurkat NFkB inh | APJ antag | CCR6 antagonist | EBI2 block
COc1ccc(Cc2nnc(SCC(=O)NCCc3ccccc3)o2)cc1 | -6 | 24 | 0 | 4 | 8 | 8 | -6 | -3
Nc1nc(NC(=O)c2cccs2)nn1-c1ccccc1 | 3 | -38 | -49 | 0 | -50 | 8 | -21 | 13
O=C(N/N=C/c1cc(Cl)cc(Cl)c1O)c1ccncc1 | 3 | -65 | 8 | -27 | 0 | -9 | -14 | 68*
COc1cc(C(=O)NNC(=O)c2ccoc2C)cc(OC)c1OC | -1 | 7 | 17 | -1 | 2 | 1 | -6 | 2
CCOC(=O)c1sc(NC(=O)CSc2ncn(-c3ccccc3)n2)nc1C | 4 | 7 | -69 | 0 | -11 | -4 | 11 | -2
CC1CCCN(Cc2c(O)ccc3c(=O)c(-c4ccc(Cl)cc4)coc23)C1 (centres undefined) | -3 | 6 | 5 | 6 | -15 | -6 | 18 | 6
O=C(COc1ncnc2c(Cl)cc(Cl)cc12)NCCC1=CCCCC1 | -6 | 12 | -24 | -2 | -19 | -5 | 20 | -1

The list continues.
SMILES	CXCR6 inh	697 NFkB inh	Gli-Sufu antag	UBC13 inh	Jurkat NFkB inh	APJ antag	CCR6 antagonist	EBI2 block
CCn1c(CNC(=O)c2ccccc2Cl)cc2ccccc21	2	-32	-12	-7	-31	-22	2	2
CCSc1nnc(NC(=O)c2cc(C)oc2C)s1	-2	-125	-39	-12	-79	-9	2	-14
O=C(COc1ccc2c(c1)oc(=O)c1ccccc12)NC(Cc1ccc(Cl)cc1)C(=O)O (centres undefined)	12	-9	-13	-3	-8	-67	-3	2
CCCCNC(=O)c1ccccc1NC(=O)c1ccccc1N(C)S(C)(=O)=O	1	10	6	4	14	18	13	6
Oc1ccc2ccccc2c1CNc1ccccn1	-9	17	0	56*	-1	9	0	2
N#Cc1ccc(C(=O)Nc2nc3ccccc3[nH]2)cc1	-6	-115	-155	-2	-108	10	41	-5
CN(Cc1cn(Cc2ccccc2)nc1-c1ccc2c(c1)OCO2)Cc1nccn1C	-2	-11	16	4	0	-6	26	1
Cc1ccc(NS(=O)(=O)c2cccc(C(=O)NNC(=O)c3cccn3C)c2)c(C)c1	1	-34	0	0	-32	0	4	-3
Cc1cccc(NS(=O)(=O)c2cccc(C(=O)N3CCN(C/C=C/c4ccccc4)CC3)c2)c1	-11	-3	-6	12	8	-11	-2	17
CCCn1nc2cc(C(=O)NCc3ccc(OC)cc3)ccc2c1OCC	-2	15	-5	10	11	-6	7	0
COC(=O)c1c(NC(=O)Cc2cccs2)sc(C(=O)N2CCCCC2)c1C	0	3	6	-1	-4	0	4	-3
CCOc1ccc(NC(=O)C2CCCN(S(=O)(=O)c3cccc4nsnc34)C2)cc1 (centres undefined)	-2	12	3	-4	-3	0	4	-5
CCOc1ccccc1N1CC(C(=O)Nc2ccccc2N2CCCC2)CC1=O (centres undefined)	-1	-33	30	-8	-19	-60	5	-3
COc1ccc2[nH]c(=O)c(CN(CC3CCCO3)C(=S)Nc3ccccc3)cc2c1 (centres undefined)	-6	-11	15	-2	-4	5	-4	11
